procasp3 activ: activators of human procaspase-3; P42574; recombinant procaspase-3 D3A, Ac-DEVD-pNA absorbance 405 nm; activation, % at 8.5 µM; actives 0.11% (n = 330,000); AID 463141;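 active = activation above the mean of all tested compounds plus 3 SD, cut at about 21% in these data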;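 also: 0% = DMSO alone and 100% = DMSO wells spiked with extra 5 µM PC-3 D3A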
Target sequence (P42574 whole entry D9A/D28A/D175A): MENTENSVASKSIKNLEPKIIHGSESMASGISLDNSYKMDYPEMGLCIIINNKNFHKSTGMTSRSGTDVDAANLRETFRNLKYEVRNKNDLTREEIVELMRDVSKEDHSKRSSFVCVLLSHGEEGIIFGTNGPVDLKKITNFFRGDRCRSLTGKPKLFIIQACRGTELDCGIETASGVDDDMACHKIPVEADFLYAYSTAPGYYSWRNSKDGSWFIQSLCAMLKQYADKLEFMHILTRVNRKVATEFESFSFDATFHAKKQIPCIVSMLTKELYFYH
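Assay system: Procaspase-3 D3A mutant, all three cleavage aspartates alanine. Buffer or medium: Zinc-free HEPES saline buffer with Triton X-100. Times: 1 h compound preincubation, 2 h substrate hydrolysis at 25 °C. Measured by: 405 nm absorbance of p-nitroaniline, reads at 0 and 120 min. Read-out basis: percent activation relative to control range. Replicates: singlicate.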
proCasp7 act: counter-screen: procaspase-7 (human) activation | AID 463210 | actives 0.093% (n = 330,000) | activation, % at 8.5 µM | recombinant procaspase-7, Ac-DEVD-pNA absorbance 405 nm; D23A/D198A/D206A triple mutant, cannot self-cleave; scale: DMSO 0, 5 µM enzyme 100;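 active = percent activation above the screen-wide mean plus 3 SD, cut at about 25% in these data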
Target sequence (P55210 whole entry D23A/D198A/D206A): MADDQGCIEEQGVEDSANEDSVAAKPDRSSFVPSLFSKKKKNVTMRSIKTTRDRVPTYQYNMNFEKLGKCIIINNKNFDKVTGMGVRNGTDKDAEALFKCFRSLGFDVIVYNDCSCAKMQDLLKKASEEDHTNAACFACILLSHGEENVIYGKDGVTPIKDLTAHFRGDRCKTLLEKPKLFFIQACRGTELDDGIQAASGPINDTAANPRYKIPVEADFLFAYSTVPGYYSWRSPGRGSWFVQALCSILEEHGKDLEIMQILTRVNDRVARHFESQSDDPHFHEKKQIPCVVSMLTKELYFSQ
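Assay system: Uncleavable procaspase-7 mutant enzyme | Input: 2 µM procaspase-7 mutant as dispensed | Timing: 1 h compound preincubation, 2 h substrate cleavage, 25 °C | Repeats: One well per compound | Control set: DMSO wells as 0%, DMSO with 5 µM added PC-7 as 100% | Technique: Epi-absorbance of released pNA at 405 nm, two timepoints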
Yeast superoxide: lowers age-related superoxide in aged yeast cells; AID 2690; actives 0.18% (n = 330,000); S. cerevisiae aged cells, superoxide DHE fluorescence; active compounds read low; superoxide response (% of plate mean), % at 10 µM;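 active = superoxide response under a set limit, about three screen SD below normal, cut at about 65% in these data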;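 also: yeast aged for seven days with compound at 30 °C before DHE staining; 100% = average MFI of all compound-treated wells on the plate with controls excluded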
GASC-1 inh: blocks human GASC-1 demethylase activity | Q9H3R0 | GST-JMJD2C(1-420) H3K9me3 demethylation, DELFIA europium | inhibition, % at 2.35 µM | actives 0.069% (n = 330,000) | AID 2099;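 active = more than half of a compound's replicate wells show inhibition beyond 50%, single wells judged on their own value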;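 also: signal counts dimethyl H3K9 product captured on neutravidin plate; 0% = median of DMSO wells and 100% = 0.3 times that DMSO median; strong numbers were not always called active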
Target sequence (Q9H3R0 1-420 limits assumed): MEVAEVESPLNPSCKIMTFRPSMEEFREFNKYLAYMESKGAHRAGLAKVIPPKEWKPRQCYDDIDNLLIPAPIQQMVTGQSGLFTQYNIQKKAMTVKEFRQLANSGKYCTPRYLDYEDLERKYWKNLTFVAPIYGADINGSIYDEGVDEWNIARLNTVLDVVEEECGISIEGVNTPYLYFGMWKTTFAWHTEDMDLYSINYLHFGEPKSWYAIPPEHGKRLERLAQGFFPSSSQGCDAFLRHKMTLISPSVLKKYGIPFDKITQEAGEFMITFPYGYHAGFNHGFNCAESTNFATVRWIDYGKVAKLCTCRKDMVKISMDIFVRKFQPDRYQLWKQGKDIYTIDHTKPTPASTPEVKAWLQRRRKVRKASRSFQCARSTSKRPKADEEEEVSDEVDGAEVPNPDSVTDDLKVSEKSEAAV
AHR act: activators of human aryl hydrocarbon receptor; activation, % at 5 µM; actives 2.5% (n = 320,000); AID 2796; AHR-responsive luciferase reporter cells, luminescence; in the data active = activation above about 47%;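 also: 0% = vehicle wells and 100% = reference agonist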
RPL19A TOR yeast: yeast TOR pathway RPL19A-GFP modulation; S. cerevisiae RPL19A-GFP strain, flow cytometry, 3 h; active compounds read low; percent response vs DMSO, % at 10 µM; actives 0.3% (n = 330,000);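 active = percent response vs DMSO below 50%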;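 also: median channel GFP fluorescence of the barcoded RPL19A-GFP strain; ratio of sample median GFP to plate DMSO average so 100% = DMSO; lower means less RPL19A-GFP as with rapamycin TOR inhibition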
MEP2 TOR yeast: alters MEP2-GFP fluorescence in TOR pathway yeast screen | actives 0.51% (n = 330,000) | GFP response vs DMSO, % at 10 µM | S. cerevisiae MEP2-GFP strain, flow cytometry GFP, 3 h; 100% = DMSO control level | AID 2016;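 active = GFP response versus DMSO above a set limit, roughly screen mean plus 3 SD, cut at about 180% in these data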;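 also: median GFP fluorescence of the barcode-gated MEP2-GFP cells per well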
LAP4 TOR yeast: modulators of TOR pathway LAP4-GFP in S. cerevisiae; S. cerevisiae LAP4-GFP multiplex, flow cytometry GFP, 3 h; median GFP as percent of DMSO wells; GFP response vs DMSO, % at 10 µM; actives 0.34% (n = 320,000); AID 2023;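 active = GFP response vs DMSO above a set limit, about the screen mean plus 3 SD, cut at about 150% in these data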
Numbers without * were called inactive; . = no result given; [ ] = dose if it differs, or a comment.

SMILES	procasp3 activ	proCasp7 act	Yeast superoxide	GASC-1 inh	AHR act	RPL19A TOR yeast	MEP2 TOR yeast	LAP4 TOR yeast
N=c1c2c(n(Cc3ccc(F)cc3)c3c1CCC3)CCC2	5	2	86	-3	1	102	103	103
CCc1ccc(CNC(=O)C(=O)NCCc2ccc(OC)c(OC)c2)cc1	-2	4	90	26	11	98	114	.
Cc1ccc(C(=O)OCC(=O)NCc2cccs2)cc1	1	0	84	-30	4	106	105	116
Cc1cc(-c2ccccc2)[nH]c(=O)c1S(=O)(=O)c1ccccc1	-6	4	99	-2	4	101	104	104
Cn1cc(CN2CCC(O)CC2)c(-c2ccc(Oc3ccccc3)cc2)n1	5	2	79	6	5	99	99	94
COc1ccccc1CNC(=O)COC(=O)Cn1cnc2ccccc21	3	1	118	0	6	108	95	99
CCCCN1C(=O)CCC(C(=O)O)C1c1ccccc1 (stereo not given)	-9	2	102	8	2	95	94	94
N#Cc1ccsc1NC(=O)CN1CCCCC1	-9	2	88	-5	2	100	99	99
CC(NC(=O)C1CCC(CNS(=O)(=O)c2ccc3c(c2)C(C)(C)C(=O)N3C)CC1)c1ccccc1 (stereo not given)	17	-1	93	1	0	99	98	101
C/C(=N\NC(=O)c1cc(-c2ccc(O)cc2)nc2ccccc12)c1cccnc1	.	.	98	6	.	115	102	79
CCOC(=O)N1CCC(NC(=O)c2ccc3c(c2)N=C(C)c2ccccc2S3)CC1	3	6	98	18	3	98	105	104
CC(=O)N1CCN(S(=O)(=O)c2cccc(C(=O)Nc3ccccc3N3CCCC3)c2)CC1	4	-6	86	3	-1	100	96	105
CCOC(=O)N1CCC(NC(=O)c2ccc(CS(=O)c3ccc(Cl)cc3)o2)CC1 (stereo not given)	-2	0	103	1	0	99	101	108
CC[n+]1c(C)n(-c2ccccc2)c2ccc(NC(C)=O)cc21	0	-13	115	25	-1	95	98	96
CC(C)C[C@H](NC(=O)c1nc[nH]c1C(=O)NC1CCNCC1)C(=O)OC(C)(C)C	-4	2	106	4	0	100	104	97

Shown with two lines to a compound: part of the list above.
Under each structure – procasp3 activ | proCasp7 act | Yeast superoxide | GASC-1 inh | AHR act | RPL19A TOR yeast | MEP2 TOR yeast | LAP4 TOR yeast
CC[n+]1c(C)n(-c2ccccc2)c2ccc(NC(C)=O)cc21
    0 | -13 | 115 | 25 | -1 | 95 | 98 | 96
CCc1ccc(CNC(=O)C(=O)NCCc2ccc(OC)c(OC)c2)cc1
    -2 | 4 | 90 | 26 | 11 | 98 | 114 | .
Cc1ccc(C(=O)OCC(=O)NCc2cccs2)cc1
    1 | 0 | 84 | -30 | 4 | 106 | 105 | 116

(listing goes on)
SMILES	procasp3 activ	proCasp7 act	Yeast superoxide	GASC-1 inh	AHR act	RPL19A TOR yeast	MEP2 TOR yeast	LAP4 TOR yeast
COc1ccc(CNC(=O)C(C)N(C)Cc2cccc(F)c2)cc1 (stereo not given)	0	-5	90	1	2	99	104	104
CCOc1nc(OCC)nc(N2CCC(C)CC2)n1	8	13	99	-1	8	101	108	102
COCCCNC(=O)c1ccc(S(=O)(=O)c2ccc(Cl)cc2)c(NC(C)=O)c1	4	-4	99	-3	1	104	121	103
CSc1ccccc1NC(=O)Cn1nnc(-c2ccc(S(C)(=O)=O)cc2)n1	4	0	103	1	4	103	102	90
COc1ccccc1NC(=O)CSc1nnc(Cc2cccn2C)n1CCc1ccccc1	-7	1	100	6	1	96	102	97
COc1ccnc(Oc2ccc(F)cc2)c1C(=O)N/C=N/OCc1c(Cl)cccc1Cl	6	8	89	1	-1	97	111	99
COc1ccccc1C1C(C(N)=O)=C(C)Nc2ncnn21 (stereo not given)	-2	7	108	7	2	99	96	106
Cn1nc(C(F)(F)F)c(C(=O)Nc2ccc(F)cc2F)c1Sc1cccc(C(F)(F)F)c1	15	4	94	2	0	102	97	85
CCOc1c2ccc(C(=O)NCc3ccc(OC(F)(F)F)cc3)cc2nn1CC	8	-1	110	-2	4	108	101	109
O=C(O)c1cc([N+](=O)[O-])c(NCCC2=CCCCC2)c([N+](=O)[O-])c1	-17	-10	203	-2	3	93	94	61
Cc1ccc(-n2c(C)cc(/C=N\NC(=O)CC(=O)NC(C)C)c2C)cc1	3	6	112	-14	21	108	120	107
Clc1ccc(CO/N=C2\CCCc3nonc32)c(Cl)c1	-4	-6	90	-1	15	103	104	99
C=CCN1C(=O)c2ccc(C(=O)N3CCN(c4ccccc4OC)CC3)cc2C1=O	15	-4	102	1	0	101	96	103
CCOC(=O)N1CCN(C(=O)CSc2nc3nc(C)cc(C)n3n2)CC1	-1	-2	103	8	-1	97	101	103
COc1cccc(NC(=O)C2C3C=CC4(O3)C2C(=O)N(CCN2CCCCC2)C4C(=O)NC2CCCCC2C)c1 (stereo not given)	-1	5	110	5	4	94	78	98
COc1ccc(NS(=O)(=O)c2cccc(C(=O)N3CCN(Cc4cc(OC)ccc4OC)CC3)c2)cc1	4	9	119	6	7	97	98	107
O=C1NCCC/C1=N/Nc1ccc(F)cc1	1	4	101	49	2	97	97	97
COc1ccc(C(=O)Cc2ccccc2)cc1OC	-2	9	87	-2	-4	102	101	92
C/C=C(/C)C(=O)OC1Cc2c(ccc3ccc(=O)oc23)OC1(C)C (stereo not given)	8	-7	124	-29	3	83	112	95
CCn1c(COc2ccc3c(c2)OCO3)nnc1SCC(=O)c1ccc(Cl)cc1	0	3	108	5	2	89	86	90
Cc1ccc(OC(C)C(=O)Nc2ccc3c(c2)n(C)c(=O)n3C)c(C)c1 (stereo not given)	.	.	102	0	.	100	111	98
COc1ccc(Cc2nnc(NS(=O)(=O)c3ccc(NC(C)=O)cc3)s2)cc1	1	17	109	-7	1	103	101	113
O=C1C=C(c2ccc3cc[nH]c3c2)C[C@@H](c2ccc3c(c2)OCO3)C1	-1	-1	102	8	21	91	94	107
CN(C)c1c(F)cc(C(=O)NCc2ccccc2)cc1F	13	4	110	4	0	99	97	116
CCOC(=O)Cc1csc(NC(=O)CSc2nnnn2-c2ccc(C)c(C)c2)n1	0	9	101	18	-2	104	107	101
O=C1CCCN1c1ccc(S(=O)(=O)N2CCCCC2)cc1	2	-12	92	-5	0	103	106	95
CC(=O)c1cccc(NC(=O)NC2CCCCC2)c1	3	1	97	15	2	97	99	99
Nn1c(SCC(=O)Nc2ccc3c(c2)OCO3)nnc1-c1ccncc1	-1	6	96	0	4	105	104	99
O=C1C(Br)=Cc2cccc3cccc1c23	-6	-15	102	10	-3	35*[may fluoresce violet]	389*[may fluoresce violet]	87[may fluoresce violet]
CCC(C)N(C(=O)CCC(=O)Nc1cc(C)on1)C(C(=O)NC(C)(C)C)c1ccccc1Cl (stereo not given)	0	4	90	-5	-2	105	102	91
O=C(Nc1cnc2ccccn2c1=O)c1ccc(Cl)cc1	2	7	119	-14	0	94	101	102
Cc1noc(C)c1S(=O)(=O)Nc1cccc(C(F)(F)F)c1	-7	-3	110	1	-1	101	92	93
Cc1cccc(Nc2nc(-c3ccc(F)cc3)cs2)n1	1	9	96	-2	79*	100	107	107
CCOc1ccc(NC(=S)NN2C(C)CCCC2C)cc1 (stereo not given)	-5	6	120	0	2	98	106	107
Cc1ccc(S(=O)(=O)N(C#N)c2nc(C)cc(C)n2)cc1	5	7	97	-5	2	97	100	110
COc1ccc(C2CC(c3cccc(Cl)c3)n3nc(N)nc3N2)cc1 (stereo not given)	3	0	101	-5	1	100	111	104
O=C(Nc1nc2ccccc2s1)C1CC(=O)N(c2ccccc2)C1 (stereo not given)	6	7	99	4	12	101	102	100
CCCCn1c(CCl)nc2cc(S(=O)(=O)N3CCOCC3)ccc21	-1	19	109	-3	0	92	93	95
CC1CCN(C(c2ccc(N(C)C)cc2)c2nnnn2C(C)(C)C)CC1 (stereo not given)	11	11	105	0	36	103	110	91
CCOc1ccccc1NC(=O)c1cccc2ccccc12	6	2	99	2	74*	103	103	93
O=C(O)C1CCN(S(=O)(=O)c2cccc3cccnc23)CC1	-6	3	102	-10	3	102	100	89
Cc1ccc(NC(=O)CCC(=O)c2cc(C)sc2C)nc1	-1	6	105	-16	-1	99	100	99
CC(=O)Nc1ccc(NC(=O)c2cccc(Oc3ccccc3)c2)cc1	-10	7	101	10	0	97	102	91
C=CCNCCCCOc1ccc(C)cc1[N+](=O)[O-]	-12	-4	106	-33	5	99	111	106
O=C(/C=C/C(=O)NCc1cccs1)NCc1cccs1	2	-2	105	-4	0	104	108	110
CCOc1c(Br)cc(/C=C2/SC(=O)N(CC(=O)N3CCCC3)C2=O)cc1OC	-3	-4	107	4	1	97	102	102
COc1cccc(CC(NC(C)=O)C(=O)NC2CCN(S(=O)(=O)c3ccc4ccccc4c3)CC2)c1 (stereo not given)	-6	-7	100	-3	1	104	104	101
CC(=O)Nc1nonc1-c1nc2ccccc2n1C	-3	-2	101	-4	5	94[may fluoresce violet]	171[may fluoresce violet]	88[may fluoresce violet]
O=S(=O)(Nc1cccnc1)c1cccs1	-5	8	90	1	-2	98	99	98
C=CCN(c1ccccc1OC)S(=O)(=O)c1cccc(C(=O)OC2CCOC2=O)c1 (stereo not given)	9	-2	89	.	-1	98	102	97
CCn1nc(NS(=O)(=O)c2ccccc2)c2cc3cc(C)ccc3nc21	-6	6	80	6	46	101	101	94
CCCOc1cccc(C(=O)Nc2cccnc2)c1	-2	-5	99	7	16	100	96	104
CC(C)Cn1c(N)c(C(=O)COC(=O)c2ccc(O)cc2)c(=O)n(C)c1=O	-1	-9	84	-26	7	97	97	86
COc1ccc(OC)c(S(=O)(=O)Nc2cc(OC)c(Cl)cc2OC)c1	0	13	97	-6	13	96	98	96
CCCN1CNC(=S)N(CCc2ccccc2)C1	-2	7	108	-7	3	106	107	111
COC(=O)c1cc(C(=O)N2CCN(c3cccc(C)c3C)CC2)cc([N+](=O)[O-])c1	-3	-2	112	18	3	95	96	103
CCCCN(C)C(=O)c1nc2ccccn2c1CN1CCN(c2ncccn2)CC1	5	11	86	4	2	105	104	71
CC(C)OC(=O)c1c(NS(=O)(=O)c2ccccc2)sc2c1CCCC2	4	3	104	3	3	103	98	96
CCCCNC(=O)CC1N=C2c3ccccc3N=C(SCC(=O)Nc3ccc(OC)cc3)N2C1=O (stereo not given)	0	1	95	1	4	98	100	105
O=C1CSC(c2ccc([N+](=O)[O-])cc2)N1c1ccccc1F (stereo not given)	-8	1	128	4	2	99	105	97

The list continues.
SMILES	procasp3 activ	proCasp7 act	Yeast superoxide	GASC-1 inh	AHR act	RPL19A TOR yeast	MEP2 TOR yeast	LAP4 TOR yeast
CCn1c(=O)c2sccc2n(Cc2cc(C(=O)OC)ccc2OC)c1=O	0	-10	95	8	1	103	106	97
CCCN1CCN(CCCNC(=O)c2cc3c(s2)-c2ccccc2OC3)CC1	3	-3	95	2	6	97	99	96
O=Cc1cc(N=Nc2ccc(S(=O)(=O)O)cc2)ccc1O	-20	-3	95	-1	0	90	94	106
CC(=O)c1ccc(OCCN2CCOCC2)cc1	-7	2	95	1	1	100	98	101
Cc1c(NC(=O)CSCc2ccc(Cl)cc2Cl)cccc1C(=O)O	-2	4	100	-3	1	101	97	106
CC(C)=CCN1CCN(Cc2ccc(C#CC(C)(C)O)cc2)CC1CCO (stereo not given)	3	-8	95	-27	-1	100	100	97
